Assay outcomes as filed in PubChem.
Dengue-2 NS5 capping: flavivirus cap methylation enzyme inhibition – biochemical, confirmation dose response, primary screen (AID 588689); Dengue-2 NS5 methyltransferase capping enzyme assay, biochemical; higher % means a stronger effect; inhibition, % at 25 µM, or IC50 in µM where a hit was titrated; 340,000 tested, 0.3% active; in the data active = a potency from the dose series
Dengue-2 NS5 capping pilot replicate: recorded beside Dengue-2 NS5 capping, whose call it bears; inhibition, %; measured here: pilot screen replicate inhibition
An asterisk follows results filed as active.

SMILES | Dengue-2 NS5 capping | others
O=C(Nc1cccc(Cl)c1)OCCOCCOC(=O)Nc1cccc(Cl)c1 | -3%
O=C(COC(=O)c1cc(Br)ccc1O)c1ccc(F)cc1 | 10%
CCN(CC)S(=O)(=O)c1ccc2[nH]c(=O)cc(C(=O)NCC(c3ccco3)N3CCCC3)c2c1 (stereo unspecified) | -5%
CCCCCCCCCC1(CC(=O)OCC)SCCN1C(N)=O (stereo unspecified) | -8%
O=C1NCCOC(=O)[C@H](Cc2ccc(F)cc2)C/C=C\C[C@H]1CC(=O)N(CCO)Cc1ccccc1 | 2% | Dengue-2 NS5 capping pilot replicate=2.4
CN(CC(=O)Nc1ccc(Cl)c(Cl)c1)CC(=O)N1CCCCCC1 | 2%
CCN(C(=O)C(C)Sc1ccc(S(=O)(=O)N2CCN(C)CC2)cn1)c1ccccc1 (stereo unspecified) | -6%
C[C@H]1CN([C@@H](C)CO)S(=O)(=O)c2ccc(Br)cc2O[C@@H]1CN(C)S(=O)(=O)c1ccccc1 | -6%
COCCCNC(=O)CC1C[C@H](C(=O)N2CCOCC2)[C@@]2(C)c3[nH]c4ccc(OC)cc4c3CCN2C1=O (stereo partly specified) | 2%
Cc1ccccc1-c1ccc2c(c1)O[C@H](CN(C)C(=O)C1CC1)[C@@H](C)CN([C@@H](C)CO)S2(=O)=O | -3%
COc1cc(OC)cc(C(=O)NCCS(=O)(=O)N2CCN(Cc3ccccc3)CC2)c1 | 0%
C=C[C@@H]1c2c(F)cccc2N(S(=O)(=O)c2ccc(C)cc2)[C@H](c2ccc(C(=O)OC)cc2)C1(C#N)C#N | 2%
CN(CC(=O)Nc1cccc(F)c1)C(=O)c1ccc(C(=O)c2ccccc2)cc1 | -4%
CCC(COC)Oc1cc(NCc2ccccc2)c2ncn(C(C)C)c2c1 (stereo unspecified) | 32%
Cc1ccccc1-c1nc2c(s1)CCc1onc(-c3ccc(Cl)cc3)c1-2 | -2%
O=C(c1ccc(N2CCOCC2)c([N+](=O)[O-])c1)N1CCCC(C(F)(F)F)C1 (stereo unspecified) | -2%
COC(=O)[C@H]1C[C@H](OC(=O)NC2CCCC2)[C@@]2(O)CN(S(=O)(=O)c3ccc(C)cc3)CC2[C@H]1C(=O)OC (stereo partly specified) | -7%
C=CCn1c(SCC(=O)Nc2ccc(NC(C)=O)cc2)nc2sc(C)c(C)c2c1=O | -8%
Cc1ccc(CCN2CCN=C2Nc2ccccc2)cc1 | -6%
C[C@@H]1CN([C@H](C)CO)S(=O)(=O)c2ccc(Br)cc2O[C@H]1CN(C)C(=O)Nc1ccccc1 | -10%
CCS(=O)(=O)C1C(=O)N(C)C(S(=O)(=O)CC)C(=O)N1C (stereo unspecified) | -9%
Cn1c2c(c(=O)n1-c1ccccc1)CSCC2 | -5%
COCCCn1c(C)cc(C(=O)CN2c3cccc4cccc(c34)S2(=O)=O)c1C | -1%
Nc1cc(=O)[nH]c(SCC(=O)Nc2ccc(S(=O)(=O)N3CCCC3)cc2)n1 | -8%
C(=NOCc1ccccc1)c1ccccn1 | -2%
COc1ccccc1N(C)S(=O)(=O)c1ccc(C(=O)Nc2nccs2)cc1 | -5%
O=C(CN1C(=O)NC2(CCCCC2)C1=O)N1CCN(C(=O)c2cccs2)CC1 | -4%
COc1ccc(C)cc1NC(=O)CCc1ccc(S(=O)(=O)N2CCOCC2)cc1 | -4%
COc1ccccc1N(C)S(=O)(=O)c1ccc(C(=O)Nc2ccc(C)cc2C)cc1 | -1%
NS(=O)(=O)c1cccc(NC(=O)CCN2C(=O)C3CCCCC3C2=O)c1 (stereo unspecified) | 1%
COc1cc(C(=O)NCCc2ccc3c(c2)OCO3)cc(OC)c1OC | -4%
CSc1ccc(/C=C/C(=O)OCC(=O)NC2CCCCCC2)cc1 | -1%
C[C@@H]1CCCCO[C@H](CN(C)C(=O)NC2CCCCC2)[C@@H](C)CN([C@H](C)CO)C(=O)c2cc(NC(=O)c3ccccc3)ccc2O1 | -9%
O=C(NCC(=O)N1CCN(S(=O)(=O)c2ccccc2F)CC1)c1ccc2c(c1)OCO2 | -5%
CS(=O)(=O)c1ccc(Cl)c(NC(=O)CSc2nnc(C3CC3)n2C2CC2)c1 | 4%
Cc1cc(F)cc(C)c1Cn1cnc2c(cnn2C(C)(C)C)c1=O | 2%
Cn1cccc1C(=O)OCC(=O)N1CCN(c2ccccc2)CC1 | 3%
CCCCCN(C(=O)CCC(=O)OCC(=O)NCCc1ccccc1)c1c(N)n(CCCC)c(=O)[nH]c1=O | -3%
COc1ccccc1C(=O)COC(=O)c1cc(=O)[nH]c2ccccc12 | 1%
COc1ccc(C#Cc2c(-c3ccccc3)n(C)c3ccccc23)cc1 | 8%
Cc1noc(C)c1CSCC(=O)Nc1nc2ccc(S(C)(=O)=O)cc2s1 | -3%
CCN1CCN(c2ccccc2NC(=O)C(C)Oc2ccc(C(C)=O)cc2)CC1 (stereo unspecified) | -4%
COc1ccccc1NS(=O)(=O)c1ccc(C(=O)NCCCN2CCOCC2)cc1 | -7%
CCCn1c(N)c(C(=O)CSc2nnc(N)s2)c(=O)[nH]c1=O | -3%
CCCCN1CCC(=O)C(C(=O)OCC)=C1C(=O)OCC | -3% | Dengue-2 NS5 capping pilot replicate=-0.6
COc1cccc(NC(=O)CN(C)C(=O)c2cc(-c3ccccc3)nc3ccccc23)c1 | 1%
O=C(CCN1C(=O)C2CCCCC2C1=O)Nc1nc2ccc(F)cc2s1 (stereo unspecified) | -1%
CN(C(=O)c1cccc(NC(=O)Cc2ccc(NC(=O)C3CCN(C(=O)CCc4ccccc4)CC3)cc2)c1)C1CCCCC1 | 0% | Dengue-2 NS5 capping pilot replicate=3.0
Cc1ccccc1C(=O)N1[C@@H](C(C)C)COc2cc(Br)ccc2S1(=O)=O | 4%
CCC1(CC)C(=O)N(c2ccccc2)C(=N)N(c2ccccc2)C1=O | 2%

(listing goes on)
SMILES | Dengue-2 NS5 capping | others
CCN(CC)S(=O)(=O)c1ccc(C(=O)NC(=S)N2CCN(c3ccccc3O)CC2)cc1 | -1%
CCCCOc1ccc(C(=O)NN2C(=O)NC3(CCCCC3)C2=O)cc1OC | -6%
COc1cc2c(cc1OC)CN(C(=O)CCC(=O)c1ccc(F)cc1)CC2 | -9%
CCOc1ccc(NC(=O)c2ccc(NC(=O)COC(=O)c3ccc(NC(=O)CC#N)cc3)cc2)cc1 | -4%
CC12CCC(=O)N1C(C(=O)NCCN1C(=O)S/C(=C\c3ccc(F)cc3)C1=O)CS2 (stereo unspecified) | -1%
O=C(O)c1cscc1-c1cccc2ccccc12 | 1%
Cc1cccc(C)c1NC(=O)CN(C)CC(=O)Nc1sc2c(c1C(N)=O)CCC2 | 1%
COc1cccc(NC(=O)CN(C)C(=O)CCNC(=O)c2ccccc2Cl)c1 | -10%
Cc1ccc2oc(=O)ccc2c1 | -6%
O=C(COC(=O)c1cc(S(=O)(=O)Nc2ccccc2Cl)ccc1O)Nc1ccc(F)c(F)c1F | 6%
CSc1ccc(CN(C)C(=O)CNC(=O)c2ccc3c(c2)OCO3)cc1 | 2%
O=C(OCc1cn([C@H]2CN(CC3CCCCC3)[C@@H](c3ccc(Cl)cc3)C[C@@H]2O)nn1)c1ccccc1 | -6%
Nc1cc2c(cc1Cl)-c1ccccc1C2=NO | -3%
c1ccc(NN=C2c3ccccc3-c3ccccc32)cc1 | -2%
CC(C)NC(=O)N(C)C[C@H]1Oc2ccc(NC(=O)Nc3ccccc3)cc2C(=O)N([C@H](C)CO)C[C@@H]1C | 0%
O=C(C1CCCO1)N1CCN(C(=O)C23CC4CC(CC(C4)C2)C3)CC1 (stereo unspecified) | -2%
COc1ccc(S(=O)(=O)Nc2cccc3c2O[C@H](CN(C)Cc2ccc(C(=O)O)cc2)[C@@H](C)CN([C@H](C)CO)C3=O)cc1 | 1% | Dengue-2 NS5 capping pilot replicate=-4.8
Cc1cc(NC(=O)Cn2cnc3sccc3c2=O)no1 | -5%

A portion of the library (hit frequency here may not be typical).
